DDE Tn7 FP inh – inhibitors of Tn7 peptide binding to fibrin DD(E), primary screen, biochemical, fluorescence polarization, human fibrin, Tn7 probe; FP displacement of FITC-Tn7 peptide from fibrin DD(E); 0% = median of compound wells per plate; inhibition, % at 8.3 µM; 370,000 compounds, 0.13% hits; AID 720508, 2013;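 active = inhibition above the mean of compounds falling within the control limits plus 3 SD of them, cut at about 14% in these data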;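 note: 0% = plate median of compound wells and 100% = 10 µM Aha-Tn7 peptide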
Target sequence (P02675 whole entry, looked up): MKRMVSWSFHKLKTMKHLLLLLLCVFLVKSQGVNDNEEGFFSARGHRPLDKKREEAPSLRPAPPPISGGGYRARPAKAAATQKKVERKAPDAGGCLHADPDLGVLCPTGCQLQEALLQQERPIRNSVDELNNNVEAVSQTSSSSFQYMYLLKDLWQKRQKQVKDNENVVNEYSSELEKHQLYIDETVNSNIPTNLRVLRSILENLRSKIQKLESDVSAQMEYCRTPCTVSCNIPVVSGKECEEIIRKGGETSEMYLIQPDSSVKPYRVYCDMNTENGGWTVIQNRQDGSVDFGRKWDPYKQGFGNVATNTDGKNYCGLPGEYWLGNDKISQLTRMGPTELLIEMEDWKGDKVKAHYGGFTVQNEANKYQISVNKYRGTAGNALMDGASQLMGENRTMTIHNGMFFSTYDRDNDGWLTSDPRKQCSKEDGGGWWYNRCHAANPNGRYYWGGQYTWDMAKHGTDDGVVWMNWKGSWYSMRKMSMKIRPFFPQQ
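Assay system: human fibrin DD(E). Input: DD(E) 2 µM final. Medium: Tris buffer with calcium and detergent, pH 7.8. Compound dosing: single point at 8.3 µM. Timing: 10 min plus 3 h, room temperature. Technique: fluorescence polarization of the labelled Tn7 tracer. Read-out: percent inhibition. Replicates: singlicate testing.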
ARFGAP1 inhibitor – inhibitors of rat ARFGAP1 GAP activity, primary screen, biochemical, fluorescence polarization, GDP tracer; ADP-ribosylation factor GTPase-activating protein 1 (Rattus norvegicus), Q62848; AID 651572, 2012; Arfgap1-stimulated ARF1 GTP hydrolysis, GDP FP detection; inhibition, % at 16.5 µM; 360,000 compounds, 0.26% hits;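 active = inhibition above a per-plate limit, mean inhibition of low control wells plus 3 SD, cut at about 25% in these data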;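 note: 0% = DMSO wells with enzyme and 100% = wells lacking Arfgap1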
Target sequence (Q62848 1-136 limits assumed): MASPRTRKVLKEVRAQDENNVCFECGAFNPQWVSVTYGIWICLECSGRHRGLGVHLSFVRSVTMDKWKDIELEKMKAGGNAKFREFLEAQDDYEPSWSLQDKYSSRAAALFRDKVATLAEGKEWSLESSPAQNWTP
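Replicates: Single well per compound | Assay system: Truncated rat Arfgap1 GAP domain | Control set: No-Arfgap1 wells (100%) versus DMSO full-reaction wells (0%) | Times: Enzyme reaction 120 min at 25 °C after 20 min preincubation | Reagent: Human ARF1(Δ1-17)-GTP substrate | Measured by: Tracer-displacement fluorescence polarization with EDTA stop, 620/688 nm | Measure: Percent inhibition of Arfgap1-stimulated GTP hydrolysis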
UHRF1 binding – UHRF1 methylated DNA binding inhibitors, primary screen, counter-screen for MBD2 inhibitor project, biochemical, TR-FRET, human UHRF1, single concentration | E3 ubiquitin-protein ligase UHRF1 (Homo sapiens), Q96T88 | UHRF1 binding to methylated oligo | inhibition, % at 4.4 µM | 370,000 compounds, 0.75% hits | AID 687016, 2013; in the data active = inhibition above about 21%;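 note: UHRF1 SRA domain binding a hemimethylated CpG hairpin DNA probe; 0% = median of test compound wells and 100% = reference inhibitor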
MBD2 DNA inh – inhibitors of MBD2 binding to methylated DNA, primary screen, biochemical, TR-FRET, DNA-binding domain, human. Methyl-CpG-binding domain protein 2 (Homo sapiens), Q9UBB5. MBD2 binding to methylated oligonucleotide. inhibition, % at 4.4 µM. 370,000 compounds, 0.31% hits. AID 686964, 2013; in the data active = inhibition above about 13%
proKLK7 act – proKLK7 zymogen activators, primary screen, biochemical, fluorescence intensity. Kallikrein-7 (Homo sapiens), P49862. purified proKLK7, EDANS-DABCYL substrate fluorescence; 100% is mature enzyme control, 0% vehicle. activation, % at 7 µM. 370,000 compounds, 0.9% hits;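 active = activation above the mean of all tested compounds plus 3 SD, computed per campaign excluding outliers beyond control limits, cut at about 13% in these data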
Target sequence (P49862 whole entry, looked up): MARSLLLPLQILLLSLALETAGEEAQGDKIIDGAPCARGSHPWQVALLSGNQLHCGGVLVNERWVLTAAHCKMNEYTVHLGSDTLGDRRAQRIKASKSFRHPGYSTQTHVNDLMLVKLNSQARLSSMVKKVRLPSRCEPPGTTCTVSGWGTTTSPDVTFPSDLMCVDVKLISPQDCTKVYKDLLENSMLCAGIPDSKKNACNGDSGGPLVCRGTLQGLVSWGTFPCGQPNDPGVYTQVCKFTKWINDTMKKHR
Tn6 DDE FP – inhibitors of Tn6 peptide binding to fibrin DD(E), primary screen, biochemical, fluorescence polarization, human fibrin, Tn6 probe; 370,000 compounds, 0.21% hits; Fibrin DD(E) TRITC-Tn6 fluorescence polarization displacement; AID 720509, 2013; Fibrinogen beta chain (Homo sapiens), P02675; inhibition, % at 8.3 µM;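 active = inhibition above a per-campaign cutoff: mean of compounds within control limits plus 3 SD, cut at about 15% in these data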;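 note: 0% = median of all compound wells on the plate and 100% = blocking peptide control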
PLC-gamma1 inh – PLC-gamma1 enzyme inhibitors, primary screen, biochemical, fluorescence, purified enzyme | inhibition, % at 12.2 µM | fluorogenic substrate | 1-phosphatidylinositol 4,5-bisphosphate phosphodiesterase gamma-1 (Homo sapiens), P19174 | 370,000 compounds, 0.84% hits; in the data active = inhibition above about 9.5%
ASAP1 inh – inhibitors of human ASAP1 ArfGAP activity, primary screen, biochemical, fluorescence polarization; Arf-GAP with SH3 domain, ANK repeat and PH domain-containing protein 1 (Homo sapiens), …; ASAP1-stimulated ARF1 GTP hydrolysis, GDP FP detection; inhibition, % at 16.5 µM; 360,000 compounds, 0.19% hits; AID 624377, 2012; in the data active = inhibition above about 25%;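 note: 0% = vehicle with enzyme and substrate and 100% = no enzyme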
ADAM17 inh – ADAM17 inhibitors, primary screen, biochemical, QFRET. Disintegrin and metalloproteinase domain-containing protein 17 (Homo sapiens), P78536. recombinant ADAM17, EDANS/DABCYL FRET peptide cleavage. inhibition, % at 6.95 µM. 370,000 compounds, 0.83% hits. AID 720648, 2013;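 active = inhibition above the mean of compounds lying between control limits plus 3 SD, set per campaign, cut at about 8.5% in these data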;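 note: 0% = DMSO-only wells as the low control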
PLC-beta3 inh – human PLC-beta3 inhibitors, primary screen, biochemical, fluorescence; 1-phosphatidylinositol 4,5-bisphosphate phosphodiesterase beta-3 (Homo sapiens), Q01970; Purified PLC-beta3, fluorogenic substrate; inhibition, % at 12.2 µM; 370,000 compounds, 0.18% hits; AID 720704, 2013; in the data active = inhibition above about 11%;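 note: 0% = median of compound wells on plate and 100% = full blocker control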
* hit, by the source's call.

SMILES	DDE Tn7 FP inh	ARFGAP1 inhibitor	UHRF1 binding	MBD2 DNA inh	proKLK7 act	Tn6 DDE FP	PLC-gamma1 inh	ASAP1 inh	ADAM17 inh	PLC-beta3 inh
O=S(=O)(c1ccc(Cl)cc1)N1CCC(O)(c2cccnc2)CC1	-4	6	0	-1	0.8	1	0	0	-5	0
COc1ccc(NC(=S)N2CCC(NC(=O)c3cccc(F)c3)CC2)cc1	4	-26	-2	-1	-0.4	6	-2	0	0	-3
CC(C)(C)c1ccc(/C=N/N2CCN(c3ccccn3)CC2)cc1	-3	-12	1	-1	0.7	1	1	3	-2	2
Cc1cc(N2CCN(Cc3cn(C)nc3-c3cccc(Cl)c3)CC2)cc(C)n1	3	-8	4	6	0.3	-1	-1	-7	-4	-38
Cc1nc(CNS(=O)(=O)c2ccc(Oc3ccccc3)cc2)cs1	-7	-4	-1	-4	0.2	4	4	-1	1	1
Cc1ccc2nc(-c3ccccn3)cc(C(=O)NCCc3ccc(F)cc3)c2c1	3	12	0	6	-0.3	-2	-3	0	-3	-9
COc1ccccc1N1CCN(C(=O)c2coc(=O)c(Br)c2)CC1	-6	5	-1	-7	-3.5	0	-145	9	-246	-194
CCOc1ccccc1NC(=O)CSc1nccn1-c1ccccc1	11	-10	1	-5	-0.6	-1	0	-8	0	4
O=C(COc1ccccc1)NCC(c1ccco1)N1CCCCC1 (configuration not stated)	2	-8	-1	-3	-0.3	0	-1	-21	-4	-7
Cc1ccc(S(=O)(=O)Cc2ccc(C(=O)NCCc3ccccc3)o2)cc1	1	4	-2	3	0.4	-2	1	-1	-3	-2
CCOc1ccc(NC(=O)CN2C(=O)COc3ccc(S(=O)(=O)N4CCCC4)cc32)cc1	0	18	0	-3	0.4	0	7	-1	6	-3
Cc1ccccc1CSCCNC(=O)c1ccc(N(C)S(=O)(=O)c2ccccc2)cc1	0	0	1	0	-0.1	11	1	-5	6	1
O=C1c2oc3ccc(Cl)cc3c(=O)c2C(c2ccccn2)N1CCCN1CCOCC1 (configuration not stated)	-2	-16	-2	0	1.0	1	-38	-3	-16	-55
COc1ccccc1-c1ccc2nnc(SCC(=O)N3CCCC3)n2n1	0	2	-1	1	0.8	7	-215	-5	-25	-195
O=C1NCCN1C(=O)c1ccco1	2	10	-1	0	0.7	-2	1	-3	-4	1
COc1cccc(CN2CCN(C3CCN(c4ccccc4F)CC3)CC2CCO)c1 (configuration not stated)	6	-8	-1	-4	-0.6	-2	2	4	-1	0
O=C(COc1ccccc1)c1cn(CC(=O)N2CCOCC2)c2ccccc12	-3	-6	6	0	0.6	4	3	-2	6	0
O=C(CCn1nc(-c2ccccc2)c2ccccc2c1=O)N1CCN(c2ccccc2)CC1	11	2	1	-8	0.5	-6	6	9	10*	1
Cc1ccc(-c2nnc(SCC(=O)CC(=O)Nc3ccccc3)n2C)cc1	-4	-11	1	5	0.2	-9	-5	4	2	-10
CC1CN(C(=O)c2ccccc2C(=O)c2ncc[nH]2)CC(C)O1 (configuration not stated)	11	-8	2	-6	0.6	-4	1	1	-5	2
C=CCNC(=O)CN(CCc1ccccc1)S(=O)(=O)c1ccccc1	16*	-10	-2	2	-0.9	-1	0	-14	-2	4
CCc1cc(C(c2ccccn2)N2CCN(C)CC2)c(NC(=O)c2ccccc2)s1 (configuration not stated)	9	3	-2	1	0.4	5	-3	-4	-3	-7
COc1cc(C2N(c3ccccc3)CCN2c2ccccc2)ccc1OC(C)=O	5	-13	0	2	1.2	7	0	-6	-3	2
CN1C(=O)/C(=C/c2ccc(O)c([N+](=O)[O-])c2)N(C)C1=S	4	-13	-5	-9	-0.2	7	3	0	3	1
CC1(C(=O)NCc2ccccc2)CN(S(C)(=O)=O)CC(=O)N1Cc1cccs1 (configuration not stated)	-2	-7	-1	-2	0.0	8	2	14	-5	-3
CCC1Sc2ccc(S(=O)(=O)Nc3cc(OC)cc(OC)c3)cc2NC1=O (configuration not stated)	1	3	-2	5	0.9	0	3	8	0	-6
O=C(COC(=O)CCS(=O)(=O)c1ccc(Cl)cc1)NCCc1ccccc1	-3	-9	0	4	-0.2	-5	3	-1	-1	1
CSC(=NC#N)N1CCN(C(=NC#N)SC)CC1	9	-5	-1	-6	0.1	-3	0	12	-5	-3
O=C(c1ccc([N+](=O)[O-])o1)N1CCc2ccccc2C1	3	7	-3	-5	0.1	-4	4	-2	1	-3
COc1ccc(Cn2c(O)c(C=Nc3ccccc3)c3ccccc3c2=O)cc1	9	6	2	3	0.8	1	-1	-1	-4	-1
O=C(COC(=O)c1ccc2ccccc2n1)Nc1ncc(C(F)(F)F)cc1Cl	8	-2	2	-3	0.4	4	-2	5	-4	-2
COC(=O)c1ccccc1NC(=O)CSc1nnnn1CC(=O)O	1	3	-2	-5	-0.2	-2	5	-1	-1	-3
C[C@H](CO)N1C[C@H](C)[C@@H](CN(C)S(=O)(=O)c2cccs2)Oc2c(NC(=O)CCC(F)(F)F)cccc2C1=O	0	0	-1	0	-0.1	0	-1	6	-2	3
O=C(Nc1cc2c(cc1Br)OCCCO2)c1cccnc1	-7	0	-2	1	-0.8	0	0	-7	2	-6
O=C(CN1C(=O)NC(Cc2ccccc2)C1=O)Nc1ccc(OC(F)F)cc1 (configuration not stated)	-2	-1	8	3	-0.6	1	2	3	-2	-7
Cn1c(SCC(=O)N/N=C/C=C/c2ccccc2[N+](=O)[O-])nc2ccccc21	-4	13	-1	-2	0.5	4	0	-1	-1	-1
c1ccc(SSc2ccccc2)cc1	-5	6	-1	2	0.0	2	-1	10	-2	1
O=C(CSCc1ccccc1Br)NNC(=S)NCc1ccco1	-1	6	-2	0	-0.3	0	3	8	8	-5
CCCCCCC(=O)N/N=C/c1ccc(Br)cc1	5	2	0	-1	-0.1	1	-4	3	-1	-1
COc1ccccc1CNC(=O)c1cccc(C)c1[N+](=O)[O-]	-8	3	1	-4	-0.3	-5	4	-3	2	0
O=C(Nc1ccccc1)N(Cc1ccccc1)Cc1ccccc1	0	6	2	1	-0.2	-3	1	6	-3	0
O=C(O)C1=C(C(=O)O)C2C=CC1C2	3	1	33*	12	0.2	-8	6	1	-6	6
CCC(CO)NCc1ccc(OCC(=O)Nc2cccc(C(F)(F)F)c2)c(OC)c1 (configuration not stated)	8	-4	4	5	-0.8	-3	3	-6	-5	-3
O=C1NC(=O)C(c2ccc(Cl)cc2)N1 (configuration not stated)	-8	1	2	1	0.7	1	4	-5	35*	0
CN(C)c1ccc(/C=C(\C#N)C(=O)OCC(=O)N(C)C2CCS(=O)(=O)C2)cc1 (configuration not stated)	-2	-2	-12	-17	1.1	-9	-5	2	0	-10
CC(C)OCCCn1c(=NC(=O)c2ccncc2)c(C#N)cc2c(=O)n3ccccc3nc21	-2	1	6	-1	-0.8	-13	-13	8	-15	-18
CCCC(=O)Nc1cccc(Oc2nc(C)cc(C)c2C#N)c1	-9	2	2	-3	-0.7	-4	-1	-1	-6	1
Cc1ccc(OC(C)C(=O)N2CCN(c3ccccn3)CC2)cc1 (configuration not stated)	1	5	-3	-2	-0.5	1	-2	4	0	-10
COc1ccc(N2C(C(C)=O)=NN(c3ccccc3)C2c2cccs2)cc1 (configuration not stated)	-1	-11	1	0	0.2	5	-31	-4	-2	-28
CCNC(=O)CN1C(=O)NC(CCc2ccccc2)C1=O (configuration not stated)	5	8	0	4	0.0	-4	-4	8	-9	0
CC1(C(=O)Nc2ccc3c(c2)OCCO3)CSCC(=O)N1CC(F)(F)F (configuration not stated)	-2	4	0	2	-0.9	0	0	5	1	1
COc1ccccc1OCc1ccc(C(=O)NCC2CCCO2)o1 (configuration not stated)	-3	13	0	0	-0.7	-1	0	1	6	2
O=C(NC1(C(F)(F)F)N=C2SCCN2C1=O)c1ccccc1F (configuration not stated)	-6	6	1	-2	0.2	2	5	4	1	-4
CCc1nnc(NC(=O)C2CCN(S(=O)(=O)Cc3ccccc3)CC2)s1	2	4	1	-2	-0.6	7	-2	-3	-6	1
CCOC(=O)CSc1ccccn1	2	6	2	-4	-0.4	5	3	-6	-2	1
Cc1cc(C)c(NC(=O)COC(=O)C2CCN(c3ccc(C(F)(F)F)cn3)CC2)c(Cl)c1	-2	8	0	-1	-0.2	8	3	-11	0	2
Cc1ccc(S(=O)(=O)Oc2ccccc2)cc1	-5	12	0	0	0.0	8	3	-13	1	2
COc1ccc(S(=O)(=O)N(C)CC(=O)N2CCCC2)cc1Cl	-6	-3	0	0	0.5	-7	0	-10	1	1
COC1OCC(O)C(OC(=O)c2ccccc2)C1OC(=O)c1ccccc1 (configuration not stated)	-1	3	-1	-2	-0.1	-4	-1	-2	0	0
Cc1ccccc1OCC(=O)Nc1cc(Cl)ccc1Oc1ccccc1	7	-7	-2	-3	-0.2	8	2	-21	0	3
N=c1nc(-c2ccccc2)ccn1O	5	-7	3	0	0.2	3	-1	15	-5	-1
CCOc1ccc2oc(C(=O)N3CC(C)OC(C)C3)c(C)c2c1 (configuration not stated)	3	6	0	-6	0.9	1	-5	1	-4	-14

A draw from above in order of SMILES length, ascending:
SMILES	DDE Tn7 FP inh	ARFGAP1 inhibitor	UHRF1 binding	MBD2 DNA inh	proKLK7 act	Tn6 DDE FP	PLC-gamma1 inh	ASAP1 inh	ADAM17 inh	PLC-beta3 inh
Cc1ccccc1OCC(=O)Nc1cc(Cl)ccc1Oc1ccccc1	7	-7	-2	-3	-0.2	8	2	-21	0	3
O=C(NC1(C(F)(F)F)N=C2SCCN2C1=O)c1ccccc1F (configuration not stated)	-6	6	1	-2	0.2	2	5	4	1	-4
CCc1nnc(NC(=O)C2CCN(S(=O)(=O)Cc3ccccc3)CC2)s1	2	4	1	-2	-0.6	7	-2	-3	-6	1

Source: PubChem (The Scripps Research Institute Molecular Screening Center)
